PTHR1 ag – agonists of human PTHR1 parathyroid hormone receptor | HEK293 GP2 PTHR1 cells, GloSensor cAMP luminescence, 1 h | actives 0.075% (n = 410,000) | Q03431 | Potency, µM (highest dose often 115 µM), inactives show at the top dose activation, hits mostly activators | AID 743266; note: potency is the fitted concentration of half-maximal effect; nearly all actives have a fitted effect of over 55% in size; some results filed as inactive show a strong effect at the top dose; inactives centre near -15; many of its hits are not listed in these tables
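HEK-293-derived GP2 cells expressing PTHR1 and a GloSensor cAMP reporter, 3,000/well, plated overnight, given luciferin plus IBMX (each 0.5 mM as added) for 1 h at 37 °C, then compound for 1 h at 37 °C. Luminescence was read after 15 min at room temperature.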
TDP43 rescue – TDP-43 toxicity inhibition in yeast; TDP-43 expressing yeast growth rescue, BacTiter-Glo, 24 h; Potency, µM (doses to about 46.1 µM), for inactives: top-dose growth rescue (activation), usual class: activators; actives 1.8% (n = 410,000); AID 652104; note: potency is the fitted concentration of half-maximal effect; % of control where 0% means no effect; nearly all actives have a fitted effect of over 50% in size
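Growth rescue of TDP-43-toxic yeast measured as ATP luminescence (BacTiter-Glo). Cells grown to mid-log in raffinose, induced in galactose at OD600=0.02, exposed to compound 24 hr at 30 deg C.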
GLP-1R inv ag – GLP-1 receptor (human) inverse agonism. AID 624417. Potency, µM (series often up to 38.3 µM), without a hit: at the top dose activity change, negative = inhibition, usual class: inhibitors. HEK293 GLP-1R CRE-luciferase, luminescence, 24 h; GLP-1R form is constitutively active. P43220. actives 1.6% (n = 410,000); note: potency is the fitted concentration of half-maximal effect; % is set by controls: 0 for no effect and ±100 for the full control effect; nearly all actives have a fitted effect of over 55% in size
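Inverse agonists were sought by their lowering of basal cAMP reporter luciferase output in HEK293 cells stably carrying constitutively active human GLP-1R, after 24 h compound treatment.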
pAkt inh – inhibitors of Akt phosphorylation | activity change, % for hits at 50 µM | Neuro2A IGF-stimulated pAkt S473 HTRF, 20 min; hits give low values | actives 0.32% (n = 360,000); in the data active = activity change below about -80%; inconclusive = mostly about -51% to -80%; note: % is set by controls: 0 for no effect and ±100 for the full control effect
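Single-point screen (50 µM final compound) in Neuro2A cells stimulated 20 min with 6 nM IGF at 37 deg C. After lysis, Ser473-phosphorylated Akt read by HTRF (ex 330 nm, em 615/665 nm) as the 665/615 ratio.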
FUS yeast rescue – rescues growth of FUS-expressing yeast; S. cerevisiae FUS-expressing, growth rescue, OD600, 24 h; actives 0.24% (n = 390,000); Potency, µM (doses to about 76.6 µM), inactives show at the top dose growth rescue (activation), actives largely listed as activators;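 note: potency is the fitted concentration of half-maximal effect; plate controls were DMSO vehicle for no effect and reference control for full effect; nearly all actives have a fitted effect of over 55% in size; some results filed as inactive show a strong effect at the top dose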
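Absorbance at 600 nm, taken 24hr after compound addition, measured rescue of FUS-yeast growth at 30C. Induction used 2% galactose with seeding at OD 0.005. Controls: CP55940 from 92uM final, DMSO only.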
DRD3 antagonist – antagonists of human D3 dopamine receptor. P35462. D3R cells, DiscoveRx beta-arrestin luminescence, antagonist mode; hits give low values. max response, negative = inhibition, %. actives 2.5% (n = 360,000). AID 652054; in the data active = max response below about -50%; inconclusive = no clear call, values can overlap the other calls; note: % is set by controls: 0 for no effect and ±100 for the full control effect; mostly tested at two doses, the higher about 12 µM
Target sequence (P35462 whole entry, looked up): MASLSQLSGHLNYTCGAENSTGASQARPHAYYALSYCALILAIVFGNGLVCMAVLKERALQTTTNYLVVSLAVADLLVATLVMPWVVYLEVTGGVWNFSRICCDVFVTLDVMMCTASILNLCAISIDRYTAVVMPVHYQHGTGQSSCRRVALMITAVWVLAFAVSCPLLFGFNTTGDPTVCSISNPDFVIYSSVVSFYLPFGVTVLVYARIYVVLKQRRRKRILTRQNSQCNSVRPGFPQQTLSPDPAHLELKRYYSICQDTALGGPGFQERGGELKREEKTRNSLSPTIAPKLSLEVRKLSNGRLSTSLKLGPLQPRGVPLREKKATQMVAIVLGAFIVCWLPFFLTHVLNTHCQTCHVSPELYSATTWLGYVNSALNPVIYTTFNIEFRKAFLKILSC
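Cells expressing the human receptor were seeded at 1500 cells/well, incubated overnight at 37 degrees C in 5% CO2, then exposed to library compounds with dopamine controls for 90 minutes at 37 degrees C before luminescent detection.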
GLP1R ag – agonists of human GLP-1 receptor | HEK293 GLP-1R CRE-luciferase, luminescence, 4-6 h; cells express a hypersensitive GLP-1R form | AID 624172 | Potency, µM (highest dose often 45.6 µM), inactives show at the highest dose activation, hits mostly activators | actives 0.007% (n = 380,000); note: potency is the fitted concentration of half-maximal effect; % of control where 0% means no effect
aSyn yeast inh – rescues yeast growth from alpha-synuclein toxicity | actives 0.14% (n = 370,000) | Potency, µM (doses to about 46.1 µM), for inactives: at the top dose growth rescue (activation), actives largely listed as activators | Yeast expressing alpha-synuclein, growth rescue, BacTiter-Glo, 24 h; note: potency is the fitted concentration of half-maximal effect; % of control where 0% means no effect; nearly all actives have a fitted effect of over 65% in size
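Rescue of yeast growth: cells expressing toxic alpha-synuclein, induced in galactose at OD600 0.02, incubated with compound 24 h at 30 C. ATP luminescence quantified growth; inhibitors of toxicity appear as activators.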
Abeta rescue – A-beta toxicity reversal in yeast; Potency, µM (top dose mostly 46.1 µM), inactives show at the top dose growth rescue, usual class: activators; actives 0.063% (n = 410,000); yeast expressing A-beta42, growth rescue, OD600, 48 h; response scale: 0% DMSO, 100% iron-clioquinol control; note: potency is the fitted concentration of half-maximal effect; nearly all actives have a fitted effect of over 55% in size
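Growth rescue measured by 600 nm absorbance after 48 h yeast culture at 30 C with compound. Values normalized between DMSO and an equimolar ferric chloride plus clioquinol control.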
* marks the source's active call; other numbers are inactive results; i = inactive; ? = inconclusive; / = not tested or not shown; & = joins results of further samples; ! = repeats disagree; [ ] = dose if it differs, or a comment. Unless noted, calls come from the whole dose curve; as a rule, active = well fitted curve in the direction sought with a large enough effect; inconclusive = small, poorly fitted or top-dose-only effect, or another doubt; inactive = no such curve, though single readings can be large; an effect the other way counts as inactive or inconclusive. An excerpt, so the mix of outcomes need not match the whole.

1	O=C(C1=NN(c2ccccc2)C2C(=O)N(c3ccccc3)C(=O)C12)c1ccccc1 (stereo unspecified)
2	CCOC(=O)C1CCCN(C(=O)CN2C(=O)C(CC)Oc3ccc(C)cc32)C1 (stereo unspecified)
3	CCC(C)Sc1cc(-c2nc3ccc(C)cn3c2NCc2ccccc2)ccc1OC (stereo unspecified)
4	COc1cc2c(cc1NC(=O)CCC(=O)O)oc1ccccc12
5	CC(Sc1nnc(-c2ccccc2F)n1C1CC1)C(N)=O (stereo unspecified)
screen / no.	1	2	3	4	5
PTHR1 ag	-12%	-1%[57.5 µM]	-9%&-58%	i	-3%
TDP43 rescue	11%	-20%	29%&20%	?	-10%
GLP-1R inv ag	9%	11%	?	7%	-20%
pAkt inh	i	i	i	i	i
FUS yeast rescue	32%	0%	32µM*!	1%	17%
DRD3 antagonist	37	21	-17	13	7
GLP1R ag	-4%	3%	-6%	3%	1%
aSyn yeast inh	5%	7%	-56%[inhibitor]	2%	-2%
Abeta rescue	10%	18%	-81%[inhibitor]	10%	-14%

Entries of single compounds, looked up by structure. Screens in order: PTHR1 ag	TDP43 rescue	GLP-1R inv ag	pAkt inh	FUS yeast rescue	DRD3 antagonist	GLP1R ag	aSyn yeast inh	Abeta rescue
`CCOC(=O)C1CCCN(C(=O)CN2C(=O)C(CC)Oc3ccc(C)cc32)C1` (stereo unspecified) in the list: -1%[57.5 µM]	-20%	11%	i	0%	21	3%	7%	18%
`CCC(C)Sc1cc(-c2nc3ccc(C)cn3c2NCc2ccccc2)ccc1OC` (stereo unspecified) in the list: -9%&-58%	29%&20%	?	i	32µM*!	-17	-6%	-56%[inhibitor]	-81%[inhibitor]

Following part.
6	CCCCOC(=O)Cn1c(=N)n(CCC)c2ccccc21
7	COc1cc(OC)cc(C(=O)n2nc(C)cc2C)c1
8	Cc1nc(-c2cnn(-c3ccccc3)c2)c2cc(C)oc2n1
9	Cc1cc(C(=O)N/N=C\c2cc(C(C)(C)C)ccc2O)n[nH]1
10	CS(=O)(=O)c1ccc(C(=O)N(Cc2ccccc2)c2ccccc2)cc1
screen / no.	6	7	8	9	10
PTHR1 ag	i	-11%[57.5 µM]	-9%	-52%[inhibitor]	-28%
TDP43 rescue	-4%	-1%	-3%	-4%	-9%
GLP-1R inv ag	4%	6%	10%	?	-14%
pAkt inh	i	i	i	i	i
FUS yeast rescue	-5%	-14%	3%	27%	30%
DRD3 antagonist	5	-17	15	-1	-29
GLP1R ag	12%	2%	16%	-4%	10%
aSyn yeast inh	0%	2%	-2%	1%	-9%
Abeta rescue	10%	20%	-16%	-18%	-2%

11	CN1C(=O)N(C)C2(C)CC1(C)N(C)C(=O)N2C
12	CCn1nc(C)c([N+](=O)[O-])c1C(=O)NNC(=O)c1ccccc1Cl
13	COc1cccc(-c2cc(NC(C)=O)c3ncc(-c4ccc(OC)c(OC)c4)n3c2)c1
14	CC(C)(C)NC(=O)CSc1nc(O)cc(=O)n1-c1ccccc1F
15	CC(C)c1cc(CN2C(C)COCC2C)cc(C(C)C)c1O (stereo unspecified)
screen / no.	11	12	13	14	15
PTHR1 ag	i	i	?	-6%[57.5 µM]	3%
TDP43 rescue	6%	-17%	24%	-7%	-23%
GLP-1R inv ag	2%	?	17%	3%	?
pAkt inh	i	i	/	i	i
FUS yeast rescue	-25%	14%	?	36%	/
DRD3 antagonist	4	51	17	18	0
GLP1R ag	-2%	0%	?	4%	5%
aSyn yeast inh	0%	0%	-2%	-1%	-2%
Abeta rescue	13%	-6%	-14%	5%	0%

Three records drawn at random from those above, as already listed:
11	CN1C(=O)N(C)C2(C)CC1(C)N(C)C(=O)N2C
3	CCC(C)Sc1cc(-c2nc3ccc(C)cn3c2NCc2ccccc2)ccc1OC (stereo unspecified)
10	CS(=O)(=O)c1ccc(C(=O)N(Cc2ccccc2)c2ccccc2)cc1
screen / no.	11	3	10
PTHR1 ag	i	-9%&-58%	-28%
TDP43 rescue	6%	29%&20%	-9%
GLP-1R inv ag	2%	?	-14%
pAkt inh	i	i	i
FUS yeast rescue	-25%	32µM*!	30%
DRD3 antagonist	4	-17	-29
GLP1R ag	-2%	-6%	10%
aSyn yeast inh	0%	-56%[inhibitor]	-9%
Abeta rescue	13%	-81%[inhibitor]	-2%

The list goes on.
16	Cc1cccc(NC(=O)CNC(=O)Cc2ccc3c(c2)OCCO3)c1C
17	O=C1NC[C@H](CCCCN2C[C@H](Cc3ccc(O)cc3)N(Cc3ccccc3)C(=O)C2=O)N(CC2CCCCC2)C1=O
18	O=C(NC(CO)(CO)CO)c1coc(=O)c(Br)c1
19	CC(C)[C@H](NC(=O)c1ccco1)C(=O)Nc1ccc(OC(F)F)cc1
20	CC1=C(C)SC(=C(C#N)c2nnc(N3CCOCC3)n2-c2ccccc2)S1
21	Cc1ccnc(NC(=O)c2ccc(Cl)c(NC(=O)C(C)Oc3ccccc3)c2)c1 (stereo unspecified)
22	Clc1cccc(CN2CCN(c3ncccn3)CC2)c1Cl
23	COc1ccc(-c2nnc(N(C)C(=O)c3ccco3)s2)cc1OC
screen / no.	16	17	18	19	20	21	22	23
PTHR1 ag	-1%	?	i	-4%	-14%[57.5 µM]	i	-37%[inhibitor]	-24%
TDP43 rescue	14%	2%	0%	-13%	-12%	16%	3%	-15%
GLP-1R inv ag	2%	13%	0%	?	9%	?	?	19%
pAkt inh	i	i	i	i	i	i	i	i
FUS yeast rescue	6%	26%	-5%	-13%	-19%	0%	-11%	14%
DRD3 antagonist	8	-21	19	19	12	15	7	4
GLP1R ag	10%	-1%	21%	4%	-5%	20%	-1%	9%
aSyn yeast inh	2%	0%	3%	0%	15%	-12%	-5%	-2%
Abeta rescue	5%	-19%	7%	-10%	14%	-9%	-11%	3%
